KCC2 mod = modulates chloride dependent transport by human KCC2; B-score of Tl+ flux slope (higher = more flux/activation; lower = inhibition) at 10 µM; AID 1456; actives 2.2% (n = 190,000); KCC2 cells, thallium flux FluoZin-2 fluorescence; Q9H2X9;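 active means thallium flux slope and its plate-corrected score both differing from the plate sample mean at a set confidence after two filtering rounds, in either direction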;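 further: slope of fluorescence scaled to starting intensity during 10 to 20 s after thallium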
MDM2 E3 inh = inhibitors of human Mdm2 E3 ubiquitin ligase; Q00987; cell-based MDM2 ubiquitination luciferase reporter, 2 h; 0 = plate control, 100 = twice control, blank-subtracted; signal enhancement, % at 5 µM; actives 0.11% (n = 210,000);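 active means signal enhancement of 30% or more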;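 further: luminescence tracks abundance of the self-degrading MDM2-luciferase fusion protein; higher signal means inhibition of MDM2 E3 ligase activity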
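Assay system: mammalian cells stably expressing self-ubiquitinating, self-degrading MDM2 E3–luciferase fusion. Quantity: 2000 cells in each well. Medium: DMEM culture medium. Compound dosing: single-point 5 µM. Timing: cell settling 4 h, compound treatment 2 h, both 37 °C. Technique: luciferase luminescence. Read-out basis: percent signal gain over controls, blank-subtracted. Benchmarks: plate controls and plate blanks.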
eIF4E 4G PPI = blocks eIF4E binding to eIF4G | P63073+Q04637 | TR-FRET eIF4E-eIF4GI(517-606) binding, 2 h | inhibition, % at 21.7 µM | actives 0.37% (n = 220,000) | AID 782;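 active means inhibition above about 30%, limit read from the data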;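 further: 0% = full FRET control wells and 100% = background wells lacking eIF4GI fragment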
TNF necrop inh = TNF-alpha cell death inhibition in Jurkat FADD-/- cells; Jurkat FADD-/- TNF necroptosis rescue, ATP luminescence, 24 h; 0 = TNF only, 100 = no-TNF cells; actives 0.068% (n = 220,000); activation (protection from cell death), % at 10 µM; AID 463075;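 active means activation, meaning protection from cell death, of at least 50% relative to plate controls; inactive means activation below 50%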;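 further: necroptosis triggered by 40 ng/mL TNF-alpha added together with compound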
PERK inhibitor = blocks human PERK kinase. CHO PERK-DD fusion, SEAP luminescence translation reporter. inhibition, % at 5.6 µM. actives 0.17% (n = 220,000). AID 1416;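 active means inhibition above the mean inhibition of all tested compounds plus 3 SD, set separately per screening campaign, cut at about 2.9% in these data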;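 further: PERK kinase domain activated by AP20187 dimerizer at 100 nM; 0% = DMSO with dimerizer and 100% = rapamycin at 8.4 µM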
Target sequence (Q9NZJ5 whole entry, looked up, the tested form may be a part): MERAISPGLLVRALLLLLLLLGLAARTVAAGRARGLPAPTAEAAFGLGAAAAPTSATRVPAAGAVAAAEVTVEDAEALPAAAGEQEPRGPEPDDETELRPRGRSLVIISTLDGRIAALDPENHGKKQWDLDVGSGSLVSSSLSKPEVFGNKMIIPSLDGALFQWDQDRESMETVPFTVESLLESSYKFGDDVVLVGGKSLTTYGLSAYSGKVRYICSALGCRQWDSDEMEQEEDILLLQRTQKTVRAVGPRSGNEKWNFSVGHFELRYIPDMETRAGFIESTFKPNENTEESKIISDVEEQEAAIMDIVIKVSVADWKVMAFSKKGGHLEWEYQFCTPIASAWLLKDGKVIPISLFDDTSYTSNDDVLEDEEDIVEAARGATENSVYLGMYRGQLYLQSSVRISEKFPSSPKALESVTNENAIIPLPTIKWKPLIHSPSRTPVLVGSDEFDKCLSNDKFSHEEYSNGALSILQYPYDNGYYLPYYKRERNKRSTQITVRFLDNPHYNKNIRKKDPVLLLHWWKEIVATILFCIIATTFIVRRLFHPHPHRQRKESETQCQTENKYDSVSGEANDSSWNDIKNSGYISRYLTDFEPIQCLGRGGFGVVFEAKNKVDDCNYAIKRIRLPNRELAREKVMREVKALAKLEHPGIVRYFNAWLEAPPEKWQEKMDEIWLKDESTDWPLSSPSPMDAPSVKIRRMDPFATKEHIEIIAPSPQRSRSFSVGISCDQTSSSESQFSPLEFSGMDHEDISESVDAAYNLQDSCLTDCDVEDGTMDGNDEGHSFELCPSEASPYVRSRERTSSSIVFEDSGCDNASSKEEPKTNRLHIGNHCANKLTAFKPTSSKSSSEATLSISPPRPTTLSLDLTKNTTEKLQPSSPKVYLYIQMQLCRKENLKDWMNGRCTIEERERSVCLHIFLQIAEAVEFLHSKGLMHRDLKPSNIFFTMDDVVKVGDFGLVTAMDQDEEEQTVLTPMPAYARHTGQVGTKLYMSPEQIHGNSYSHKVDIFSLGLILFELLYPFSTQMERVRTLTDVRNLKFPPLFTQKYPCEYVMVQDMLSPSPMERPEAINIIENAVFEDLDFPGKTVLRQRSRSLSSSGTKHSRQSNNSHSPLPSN
EBV gp42 block = EBV gp42 inhibition. Q1HVG2. Fluorescence polarization binding assay, mP read-out. actives 0.42% (n = 220,000). inhibition, % (tested at 21.74 µM). AID 1085; in the data active means inhibition above about 50%
Calpain2 inh = calpain II (pig) inhibition; inhibition, % at 16 µM; purified calpain II, fluorogenic peptide substrate, 30 min; actives 0.37% (n = 220,000); AID 1236;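 active means inhibition above about 50%, limit read from the data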
zVAD death inh = L929 zVAD cell death inhibition; L929 zVAD necroptosis rescue, ATP luminescence, 24 h; with zVAD 60 µM; viability rescue, % at 10 µM; actives 0.38% (n = 220,000);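 active means activation, scaled between plate controls, above about 75%, limit read from the data; inactive means activation under that limit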;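 further: 0% = zVAD with DMSO and 100% = DMSO alone without zVAD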
Rad51 HR inh = Rad51 (human) homologous recombination inhibition | Q06609 | hRad51 DNA strand exchange, fluorescence dequenching | inhibition, % at 10 µM | actives 0.085% (n = 200,000) | AID 1385;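 active means inhibition above 40% at the single screening dose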;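 further: 0% = DMSO control wells and 100% = blanks with heterologous ssDNA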
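Material: Human Rad51 nucleoprotein filaments preassembled on unlabelled ssDNA | Also added: Labelled 47-mer dsDNA for strand exchange | Dosing: Single dose, 10 µM final compound | Schedule: 30-min compound preincubation and 15-min exchange, both room temperature | Technique: Fluorescence dequenching at 485/520 nm | Measure: Percent inhibition relative to plate controls and blanks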
Active calls of the source: *; i = inactive; . = not tested or not shown; [ ] = remark or other dose. The order is random; 3.6% or so of the library scored in one or more.

The opening 4 entries, to show the layout:
SMILES	KCC2 mod	MDM2 E3 inh	eIF4E 4G PPI	TNF necrop inh	PERK inhibitor	EBV gp42 block	Calpain2 inh	zVAD death inh	Rad51 HR inh
C=C[C@]1(C)C[C@H]1[C@H](NP(=O)(c1ccccc1)c1ccccc1)c1ccccc1	-1.1	.	1[fluorescence artefact?]	0.3	-1.0	4	14	1.6	-9
COC(=O)CCC(=O)N1CCOCCOCCOCC1	0.019	-8	-1	-0.2	0.5	6	-19	33	2
c1ccc(-c2noc(-c3cccnc3)n2)cc1	0.6	6	1	-1.0	-0.4	-29	-1	0.5	-4
O=C(O)c1cc(-c2ccc3c(c2)OCCO3)n[nH]1	-0.0081	5	2	-0.1	1.9	-12	-19	3.2	1

Main list (from the top)
SMILES	KCC2 mod	MDM2 E3 inh	eIF4E 4G PPI	TNF necrop inh	PERK inhibitor	EBV gp42 block	Calpain2 inh	zVAD death inh	Rad51 HR inh
C=C[C@]1(C)C[C@H]1[C@H](NP(=O)(c1ccccc1)c1ccccc1)c1ccccc1	-1.1	.	1[fluorescence artefact?]	0.3	-1.0	4	14	1.6	-9
COC(=O)CCC(=O)N1CCOCCOCCOCC1	0.019	-8	-1	-0.2	0.5	6	-19	33	2
c1ccc(-c2noc(-c3cccnc3)n2)cc1	0.6	6	1	-1.0	-0.4	-29	-1	0.5	-4
O=C(O)c1cc(-c2ccc3c(c2)OCCO3)n[nH]1	-0.0081	5	2	-0.1	1.9	-12	-19	3.2	1
CCOC(=O)c1sc2ncn(C(CC)C(=O)OCC)c(=O)c2c1C (centres undefined)	-0.26	4	-5	-1.7	-0.3	2	-15	-0.2	5
Cc1ccc(CNC(=O)CN2CCN(Cc3ccc(Cl)cc3)C2=O)cc1	1.1	-16	-12	-1.1	0.4	-18	-23	1.2	-2
Cc1cc(C(=O)Cn2c(CO)nc3ccccc32)c(C)n1C	0.3	-13	0	-0.2	1.6	-14	-11	0.9	-2
CC(C)COC(=O)C1C(=O)CC(C)(O)C(C(=O)OCC(C)C)C1c1cccnc1 (centres undefined)	-0.83	-10	3	0.0	-0.1	-10	10	0.4	0
Cc1ccccc1/C=N\NC(=O)c1ccccc1-n1cccc1	-0.63	-12	3	0.6	-0.3	-9	-5	1.9	-16
OC(CNc1ccccc1)COc1ccc(OCC(O)CNc2ccccc2)cc1 (centres undefined)	-0.02	-87	-4	-20	-1.4	1	-19	0.9	-4
O=C(O)CCCN1C(=O)c2ccc(C(=O)c3cccc([N+](=O)[O-])c3)cc2C1=O	0.0043	-6	-1	0.3	0.7	-2	-16	11	-9
CSc1nc(-c2ccco2)nn1C(=O)c1ccccc1Cl	-1.1	-25	-5	-3.8	0.2	-5	-15	-0.1	4
NC(N)=N/N=C/c1ccccc1	0.69	-12	2	1.7	0.3	-16	4	0.5	-1
O=C(c1ccccc1Oc1nnnn1-c1ccccc1)N1CCOCC1	-0.2	8	0[fluorescence artefact?]	-2.0	0.6	-16	-24	-0.1	0
COCCN(C(=O)Cc1cccs1)C(C(=O)NCc1ccc(OC)cc1)c1ccc(C(C)C)cc1 (centres undefined)	-3.2	-31	6	-3.4	-2.0	6	-3	0.6	0
O=C(NNC(=O)C1CCN(Cc2ccc(Cl)c(Cl)c2)CC1)c1cccs1	-0.42	0	-1	1.1	0.5	0	-15	0.5	13
CCCc1cc(=O)n2[nH]c(C)c(-c3ccccc3)c2n1	2.2	-10	-6[fluorescence artefact?]	0.8	1.1	6	3	2.6	5
CCNC(=O)CC1C(=O)N(c2ccc(F)cc2)C(=S)N1CCc1ccncc1 (centres undefined)	0.89	-21	2	1.1	2.3	-17	7	-0.5	.
O=C(NC1=NCCS1)c1cc(-c2cccc(Br)c2)nc2ccccc12	0.86	-21	1[fluorescence artefact?]	3.0	-1.7	33	14	0.2	2
CC(=O)Nc1c(C(=O)c2ccccc2)oc2ccccc12	.	4	2	-0.5	0.0	-4	5	1.2	-13
CSC1=NCCN1C(=O)Cc1cccs1	0.96	-13	1	0.3	1.2	5	-51	2.1	2
Cn1c(=O)c2c(nc(NCc3ccco3)n2CCc2ccccc2)n(C)c1=O	.	-3	3	-2.0	-0.1	-19	8	-0.3	7
Fc1cccc(CN2CCN(C(=S)NCCc3ccccc3)CC2)c1	-1.1	-1	-3	0.4	1.4	-16	-5	-0.1	17
O=C(/C=C/c1ccc(Cl)c([N+](=O)[O-])c1)Nc1ccc(N2CCCC2)c(Cl)c1	0.35	-7	-3	2.3	0.1	-3	-8	0.7	-5
O=C(NCc1cccs1)C(=O)c1c[nH]c2ccccc12	-1.5	-5	1	4.4	-0.2	3	26	0.3	-10
More results follow:
SMILES	KCC2 mod	MDM2 E3 inh	eIF4E 4G PPI	TNF necrop inh	PERK inhibitor	EBV gp42 block	Calpain2 inh	zVAD death inh	Rad51 HR inh
Cc1nc(N)[nH]c(=O)c1Oc1cccc(C(F)(F)F)c1	-0.15	0	3	1.4	0.1	-3	24	0.7	-4
COc1cccc(OCC(=O)O/N=C(\N)c2ccc(OC)c(OC)c2)c1	-0.69	-5	-1[fluorescence artefact?]	1.5	0.1	-14	-3	0.3	10
N#CC1(Nc2ccccc2)C(=O)Nc2ccccc21 (centres undefined)	-0.09	-3	14	-0.6	-0.3	-10	-9	-0.5	-4
C=CCNC(=S)NNC(=O)C(CCCC)CC(C)(C)O (centres undefined)	0.26	1	1	-1.6	0.3	-10	-22	0.0	0
Cc1c(CCOC(=O)c2ccccc2)sc[n+]1Cc1ccccc1	1.3	-6	5	-0.2	0.3	11	11	-1.2	.
O=C(CCl)Nc1ccc(N2CCCCCC2)cc1	-1.6	-10	16	-13	-0.4	-8	18	-0.6	.
O=C(O)CCCC(=O)N1CCN(C(c2ccccc2)c2ccccc2)CC1	-0.7	-26	-1	0.9	-0.5	16	15	0.5	1
Cc1ccc(NC(=O)N2CCN(C/C=C/c3ccccc3)CC2)cc1	-0.047	-4	0	1.6	0.3	-3	24	0.0	-7
O=C(Cn1c(=O)n(Cc2ccco2)c(=O)c2c3c(sc21)CCCCC3)Nc1ccccc1	-0.75	-9	10	-0.9	0.3	-1	-86	0.7	4
O=C(O)c1ccnc(SCC(=O)c2ccccc2)c1	.	-9	1	0.4	1.2	-15	5	0.0	-3
O=S(=O)(c1cc(Cl)ccc1Cl)N1CCN(Cc2ccc3c(c2)OCO3)CC1	-0.13	-18	-1	0.5	-0.2	0	34	-0.8	-5
O=C(O)c1cccc(NC(=S)N/N=C/c2ccccn2)c1	1.6	-56	-2	1.0	-0.1	3	29	1.3	12
Cc1cc(C(=O)NNc2c(Cl)cccc2Cl)n(C(C)(C)C)n1	.	-14	1	0.9	-0.1	-4	-23	0.0	22
O=S(=O)(Cc1ccccc1Cl)NCc1ccccc1	-1.1	3	2	1.1	1.7	-11	-1	1.4	35
O=C(Nc1nc(-c2cc(Cl)sc2Cl)cs1)c1cccs1	2.1	-13	0	-2.5	0.0	-1	-14	1.3	-19
Nc1ccccc1C(=O)NNc1c2ccccc2nc2ccccc12	0.89	4	-7	1.7	0.5	2	-18	1.6	.
Cc1cccc2cc(COC(=O)c3ccccn3)c(=O)[nH]c12	.	-1	2	0.6	1.0	-22	-11	0.6	8
COc1ccc(/C=c2\s/c(=C(/C#N)C(=O)NCc3ccco3)n(-c3ccccc3)c2=O)cc1	-0.061	-8	2	1.2	-0.3	-73	-10	0.1	-2
COc1ccc(-c2ccc(SCC(=O)NCC3CCCO3)nn2)cc1OC (centres undefined)	-0.32	-8	-2	-1.2	-0.2	-9	22	2.9	2
COc1ccc(Br)cc1/C=N/NC(=O)CNC(=O)c1cccnc1	-0.55	10	-10	-0.9	0.8	-15	-38	1.0	10
O=P(O)(O)c1ccccc1OCCCCCOc1ccccc1P(=O)(O)O	-0.91	-3	2	0.9	0.5	-10	7	0.5	0
COc1ccc2cc(C(=O)N/N=C/c3sc4ccccc4c3O)ccc2c1	i	-8	12	0.0	0.9	-114	-89	6.6	-466
FC(F)(F)c1nnc2sc(-c3ccncc3)nn12	0.12	-2	-10	-2.0	-0.3	-11	-25	0.8	2
Cc1nc2c(Br)cc(Br)cc2cc1O	-0.89	-11	-7	0.3	0.3	-4	-6	-0.3	3
C=CCC(C(=O)c1ccccc1)[N+](C)(C)CC=C (centres undefined)	0.013	-4	-2	-1.0	0.6	-11	-19	0.7	-4
Additional compounds
SMILES	KCC2 mod	MDM2 E3 inh	eIF4E 4G PPI	TNF necrop inh	PERK inhibitor	EBV gp42 block	Calpain2 inh	zVAD death inh	Rad51 HR inh
Cn1c(=O)n(C)c2cc(S(=O)(=O)Nc3ccccc3O)ccc21	.	-3	5	0.7	0.2	-14	33	1.0	5
COc1ccc(C(=O)N2CCOCC2)cc1S(=O)(=O)N1CCCc2ccccc21	0.12	-3	2	0.3	0.4	-7	-17	0.2	-6
Cc1nc(C(=O)Nc2cccc(Cl)c2)nn1-c1cc(OC(C)C)c(Cl)cc1Cl	.	-8	-13	-0.6	-1.8	-6	-56	-0.2	-7
Cc1cccc(Cn2c(Sc3nc(C)cs3)nc3c2c(=O)[nH]c(=O)n3C)c1	0.76	-10	-2	-0.9	-1.1	-8	-3	-0.3	-1
COc1ccc2c(c1)c(=O)oc1cc(OCC(=O)N3CCc4ccccc4C3)ccc12	-1.9	-26	13	-0.3	1.4	2	-104	-0.1	4
CC(=O)N1c2ccccc2NC2=C(C(=O)CCC2)C1c1ccco1 (centres undefined)	0.15	-25	-1	-1.3	0.5	9	-10	-0.9	32
COc1ccc2cc(C(c3nnnn3C(C)(C)C)N3CCc4ccccc4C3)c(=O)[nH]c2c1 (centres undefined)	.	-1	2	-4.9	-1.1	-3	-167	-0.8	.
COc1ccc(N(C(=O)CNC(=O)c2cccs2)C(C(=O)NCC2CCCO2)c2ccccc2)cc1OC (centres undefined)	0.36	-5	-1	-0.4	-0.2	-25	-18	9.7	-12
CN1CCN(C(=O)c2ccc3ccccc3c2)CC1	-0.17	0	4[fluorescence artefact?]	-1.4	1.2	-11	-7	-0.2	1
Cc1ccc(Cn2c(=O)sc3ccccc3c2=O)cc1	.	-11	6	1.1	-0.1	-1	8	-0.1	-3
COC(=O)c1ccccc1NC(=O)CN1CCN(C(=O)c2ccco2)CC1	0.61	-6	0	-4.3	-1.2	-4	15	0.9	3
CCn1c(SCC(=O)N2CCOCC2)nc2c(c1=O)SC(C)C2 (centres undefined)	-0.45	8	-1	-0.7	0.3	-3	-2	0.5	-10
COc1cc2nc(CCc3ccccc3)oc(=O)c2cc1OC	-0.08	-8	-6	-0.3	0.0	-2	12	1.4	10
CCC(=O)N=c1sc2c(C)cc(C)cc2n1CC(=O)OC	-0.2	-10	1	0.6	0.9	-4	-1	0.4	2
CCCCOc1ccc(C2C(=O)N(C3CCCCC3)CC(=O)N2CC2CCCO2)cc1 (centres undefined)	0.9	10	-2	0.6	-0.7	-13	12	0.5	.
O=C(COc1cccc(-n2cnnn2)c1)NCCC1=CCCCC1	.	-11	-7	0.6	-0.4	-2	-19	78*	-5
CCN(CC)CC(=O)Nc1ccccc1SCC(=O)Nc1ccsc1C(=O)OC	0.31	-13	9	1.5	0.4	-8	10	-0.2	-7

Screening results deposited in PubChem by several laboratories.
